Screens: PubChem, several laboratories
Rpn11 inh = Rpn11 (PSMD14) deubiquitinase inhibitors, primary screen, biochemical, fluorescence polarization, uHTS. 26S proteasome non-ATPase regulatory subunit 14 (Homo sapiens), O00487. human 26S proteasome, Ub4-pepOG fluorescence polarization; 20S core pre-blocked with epoxomicin. calls only at 20 µM. 360,000 tested, 0.59% active;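 active means inhibition at 20 µM, scaled to each plate's controls, above about 33%, limit read from the data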
Target sequence (O00487 whole entry, looked up): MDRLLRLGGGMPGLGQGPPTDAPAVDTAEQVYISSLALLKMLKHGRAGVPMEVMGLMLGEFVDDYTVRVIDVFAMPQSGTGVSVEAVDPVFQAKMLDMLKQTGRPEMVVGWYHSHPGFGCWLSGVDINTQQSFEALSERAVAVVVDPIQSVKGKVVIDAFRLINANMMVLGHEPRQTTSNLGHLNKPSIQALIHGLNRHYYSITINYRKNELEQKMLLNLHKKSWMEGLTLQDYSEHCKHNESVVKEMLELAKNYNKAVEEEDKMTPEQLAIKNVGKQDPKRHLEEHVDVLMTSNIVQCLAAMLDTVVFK
PABP1 MLLE inh = inhibitors of PABP1 MLLE–PAM2 peptide binding, primary screen, biochemical, fluorescence polarization, FITC-PAM2, GST-MLLE | Polyadenylate-binding protein 1 (Homo sapiens), P11940 | inhibition, % at 20 µM | 360,000 tested, 0.36% active; in the data active means inhibition above about 35%, passing the limit was not always enough;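 further: plate controls were DMSO wells with GST-MLLE for no effect and wells lacking GST-MLLE protein for full effect; some results filed as inactive read as strong as hits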
Target sequence (P11940 whole entry, looked up): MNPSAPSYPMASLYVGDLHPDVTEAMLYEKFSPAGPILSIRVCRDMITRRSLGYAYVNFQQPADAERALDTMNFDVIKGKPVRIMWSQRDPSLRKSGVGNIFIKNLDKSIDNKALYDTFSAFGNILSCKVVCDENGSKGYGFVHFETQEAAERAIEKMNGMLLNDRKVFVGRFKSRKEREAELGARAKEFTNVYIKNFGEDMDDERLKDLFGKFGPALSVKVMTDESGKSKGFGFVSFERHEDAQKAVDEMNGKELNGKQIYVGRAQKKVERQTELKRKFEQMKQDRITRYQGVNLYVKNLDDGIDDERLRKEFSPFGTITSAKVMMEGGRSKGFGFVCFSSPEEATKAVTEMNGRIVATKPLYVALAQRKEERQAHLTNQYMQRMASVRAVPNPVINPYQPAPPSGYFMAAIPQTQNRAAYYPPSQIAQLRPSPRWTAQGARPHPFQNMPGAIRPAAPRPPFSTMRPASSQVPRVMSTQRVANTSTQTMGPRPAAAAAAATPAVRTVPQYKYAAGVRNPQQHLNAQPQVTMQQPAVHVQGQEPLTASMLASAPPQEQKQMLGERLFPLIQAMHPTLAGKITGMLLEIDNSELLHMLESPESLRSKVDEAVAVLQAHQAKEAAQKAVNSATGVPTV
CSN inh = inhibitors of CSN-mediated cullin deneddylation, primary screen, biochemical, fluorescence polarization, uHTS. COP9 signalosome complex subunit 5 (Homo sapiens), Q92905. Purified CSN, SCF-Nedd8-OG deneddylation. inhibition, % at 12.5 µM. 360,000 tested, 0.38% active;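 active means pattern-corrected inhibition above about 35%, with an unprinted fluorescence ratio check between 0.5 and 1.5, limit read from the data, passing the limit was not always enough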;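 further: 0% = enzyme with substrate and 100% = substrate without enzyme; some results filed as inactive read as strong as hits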
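Assay system: purified human Csn5 enzyme expressed in HEK293T cells; Input: 0.24 nM Csn5 enzyme, final concentration; Reagent: 10 nM SCFSkp2-Nedd8OG; Compound dosing: 12.5 µM single point; Times: reaction 90 min, room temperature; Technique: fluorescence polarization readout.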
Neddyl block = inhibitors of cullin neddylation, primary screen, biochemical, TR-FRET, uHTS, NAE and Ubc12; calls only at 25 µM; 360,000 tested, 0.58% active; in the data active means inhibition above about 36%
FAS TE block = FAS thioesterase domain inhibitors, primary screen, biochemical, fluorescence intensity, uHTS | Fatty acid synthase (Homo sapiens), P49327 | recombinant FAS-TE, OMFH fluorogenic substrate, fluorescence endpoint | inhibition, % at 15 µM | 360,000 tested, 0.67% active | AID 602261, 2012;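 active means compounds whose normalised, plate-corrected inhibition of enzyme fluorescence in the single-dose primary screen is 50% or more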;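 further: 0% = DMSO with enzyme and 100% = substrate without enzyme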
SKN-1 inh = suppressors of acrylamide-induced Pgst-4::GFP reporter in worms, primary screen, SKN-1 inhibitor project, whole organism, uHTS, GFP/RFP fluorescence ratio, strain VP596; C. elegans VP596 Pgst-4::GFP/RFP ratio, 24 h; inhibition, % at 21.8 µM; 360,000 tested, 0.49% active;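 active means interference check ratio from 0.5 to 1.5 plus GFP to RFP signal ratio inhibition reaching or exceeding a fixed threshold, cut at about 30% in these data, passing the limit was not always enough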; further: some compounds called inactive have numbers as strong as hits
NadD inh = inhibitors of S. aureus NadD, primary screen, biochemical, colorimetric, uHTS; Nicotinate-nucleotide adenylyltransferase NadD (Staphylococcus aureus N315); purified NadD enzyme, colorimetric absorbance read-out; inhibition, % at 20 µM; 360,000 tested, 0.78% active; in the data active means inhibition above about 26%; further: some compounds past the cut are filed as inactive
Rin1-Abl PPI inh = inhibitors of Rin1-Abl protein binding, primary screen, biochemical, TR-FRET | 360,000 tested, 0.4% active | inhibition, % at 7.35 µM; in the data active means inhibition above about 5%, passing the limit was not always enough
MT1-MMP act inh = blockers of MT1-MMP proenzyme processing, primary screen, HT1080 RFP-PRO-GFP cells, GFP/RFP fluorescence | GFP/RFP ratio fluorescence, overnight; percent of plate control window, DMSO zero | 360,000 tested, 0.061% active | GFP/RFP ratio change, % at 20 µM | Matrix metalloproteinase-14 (Homo sapiens), P50281;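 active means GFP/RFP ratio change of at least 30% with cell ATP level not reduced by more than half and red fluorescence within 50% of control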; further: strong numbers were not always called active
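Material – HT1080 RFP-PRO-GFP cells · Control set – DMSO wells and RFP-L50D-GFP cells · Incubation – overnight cell settling, then overnight compound exposure, 37 °C, 5% CO2 · Compound dosing – single-point 20 µM compound, 1% DMSO · Read-out – GFP/RFP fluorescence ratio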
* hit, by the source's call; i = inactive; . = not tested or not shown; + = active, no number. Compounds as they come; any-hit rate near 3.9%.

molecule	CSN inh	FAS TE block	NadD inh	Rin1-Abl PPI inh	SKN-1 inh	Neddyl block	MT1-MMP act inh	PABP1 MLLE inh	Rpn11 inh
COc1cccc(Nc2nc3ccccc3nc2NS(=O)(=O)c2ccc(NC(C)=O)cc2)c1	-1	0	10	1	2	+	0	-5	i
O=C(CSc1ccc2nnc(-c3cccnc3)n2n1)Nc1ccc(F)cc1F	-2	-4	-4	0	-12	i	2	-1	i
O=C(NCc1ccco1)NC(=O)c1csc([N+](=O)[O-])c1	0	-3	-6	-2	0	i	0	2	i
CC(C)C(=O)Nc1cc(-c2nc3ncccc3o2)ccc1Cl	0	-4	3	1	24	i	5	-26	i
CCOC(=O)c1cc(-c2csc(COc3ccccc3Cl)n2)on1	-1	28	-9	-2	0	i	3	0	i
COc1ccc(C2=Nc3ccccc3N(C(=O)c3ccncc3)C2C(=O)NC(C)C)cc1 (stereo not drawn)	0	.	.	.	0	i	-4	.	.
Nc1cnccc1C(=O)O	-75	-36	2	0	33	i	-86	160	i
CC(NC(=O)c1ccc(C(F)(F)F)cc1)C(c1ccccc1)N1CCOCC1 (stereo not drawn)	3	7	-4	-2	2	i	2	12	i
Cc1ccc(NC(=O)Nc2nnc(-c3ccccc3F)s2)cc1	0	-6	4	4	5	i	3	-4	i
Cc1cc(NNC(=O)c2ccccc2)nc(NNC(=O)c2ccccc2)n1	1	-7	-2	0	-1	i	-1	7	i
CCOC(=O)c1c(C)[nH]c(C(=O)COc2ccc3ccc(=O)oc3c2)c1C	3	-7	-5	0	7	i	-3	-23	i
Cc1ccccc1Cn1nnc(-c2ccc(F)cc2)n1	2	18	-2	4	3	i	-2	-2	i
Cc1cccc(NC(=O)[C@H](NC(=O)[C@@H]2Cc3ccccc3CN2)c2ccccc2)c1	-3	9	-6	2	-5	i	-7	-7	i
Cc1ccccc1C(=O)NC1CCN(Cc2nnnn2CCc2ccccc2)CC1	2	-7	-3	-1	-3	i	-5	-7	i
Cc1cccc(C=NOCCc2ccccc2)n1	-1	-2	-3	3	0	i	1	5	i
CCc1nc2ccc(C(=O)NCc3cccs3)cn2c1N(C)Cc1nccs1	1	-9	2	1	20	i	-4	-4	i
CC1CCC/C(=N\NC(=O)COc2ccc(Cl)cc2Cl)C1 (stereo not drawn)	-2	-1	-4	1	-2	i	2	-9	i
Cc1cccc(-c2c3c(=O)n(C)c(=O)n(C)c3cn2C(C)C)c1	8	-5	-3	3	-6	i	8	-6	i
COc1cccc(NS(=O)(=O)c2ccc3c(c2)N(C(C)=O)CCS3)c1	-1	-3	2	1	9	i	0	-1	i
N/C(=N\OC(=O)CCc1ccccc1)c1cccnc1	-3	-11	2	1	0	i	-1	-7	i
O=C(NCc1ccco1)C1CCCN1C(=O)NCc1ccccc1 (stereo not drawn)	5	-2	7	0	17	i	1	-5	i
Cc1ccccc1OCC(=O)Nn1c(COc2ccccc2)nc2ccccc2c1=O	3	2	-8	1	17	i	-3	9	i
CCOc1ccc(CCN2C(=O)C(=O)N([C@@H](Cc3ccccc3)CN3CCC[C@H]3CN3C(=O)C(=O)NC[C@@H]3Cc3ccc(O)cc3)C[C@@H]2CC(C)C)cc1	-3	0	25	.	24	i	2	.	.
CN(C(=O)Nc1cccc(C(F)(F)F)c1)C1CCCCC1	2	-4	-9	2	-13	i	-1	3	i
c1ccc(COc2cccc(-c3cc4nc(NCCc5ccncc5)ccn4n3)c2)cc1	1	22	20	-1	18	.	-9	-3	i
O=C(N/N=C/C(Br)=C/c1ccccc1)c1cccs1	-8	15	-7	-3	5	i	3	-16	i
CCCN(CC(=O)Nc1ccccc1C)C(=O)/C=C/c1ccc(OC)c(OC)c1	-1	-8	-5	-2	11	i	-1	-11	i
CCC(c1nnc(SCC(=O)NC23CC4CC(CC(C4)C2)C3)o1)N(C)C (stereo not drawn)	2	-7	7	2	-8	i	3	3	i
Cc1ncsc1CCC(=O)N1CCCC(Nc2ccc(C(C)C)cc2)C1 (stereo not drawn)	-5	-1	0	2	27	i	0	7	i
CCOC(=O)c1ccc(N2C(=O)CC(N3CCC(O)(c4ccc(Br)cc4)CC3)C2=O)cc1 (stereo not drawn)	-4	-4	-2	0	-13	i	-1	2	i

The listing continues:
molecule	CSN inh	FAS TE block	NadD inh	Rin1-Abl PPI inh	SKN-1 inh	Neddyl block	MT1-MMP act inh	PABP1 MLLE inh	Rpn11 inh
CCOc1ccc(S(=O)(=O)NCCC(=O)Nc2nnc(C)s2)cc1	-3	-4	-4	3	-21	i	-3	-1	i
C=CCOc1cccc(/C=C\c2nc(O)c([N+](=O)[O-])c(=O)[nH]2)c1	8	-4	0	3	16	i	1	-6	i
CC(=O)c1c(C)[nH]c(C(=O)NNC(=O)c2ccc(C)cc2)c1C	-1	-4	-4	2	3	i	2	-10	i
COc1cc(NC(=O)c2ccccc2)c(OC)cc1NC(=O)Cc1cccs1	4	11	14	-2	2	i	-2	-20	i
CCOc1ccc(OCCCCN2CCCC2)cc1	-9	-10	-3	-1	-6	i	4	-2	i
O=C(CSc1nnc(-c2ccc(F)cc2)o1)Nc1ccc(S(=O)(=O)N2CCCCCC2)cc1	3	-6	7	-7	11	i	5	-2	i
Cc1cc(NC(=O)CN(C)CC(=O)Nc2ccc(Cl)c(C(F)(F)F)c2)no1	-1	16	-6	-2	-16	i	3	15	i
O=C(CSc1nnc(CNC(=O)c2cccs2)o1)c1ccccc1	2	-4	-4	-1	4	i	5	-8	i
Cc1nc2sc3c(c2c(=O)[nH]1)CCCC3	-3	-1	-1	2	5	i	.	-5	i
CCN1C(=O)/C(=C2\SC(N3CCCCC3)=NC2=O)c2ccccc21	5	-5	12	-5	15	i	16	6	i
Oc1c(Cl)cc(Cl)c2c1NCCC2	6	-4	3	-1	14	i	9	26	i
N=c1oc2ccccc2cc1-c1nc(-c2ccccc2)cs1	3	15	2	1	58*	i	-3	-22	i
CN1C(=O)/C(=C/c2ccccc2OCc2cccc(F)c2)NC1=S	-7	13	2	-1	-1	i	1	-120	i
CCCNC(=O)NC(=O)COC(=O)CNS(=O)(=O)/C=C/c1ccccc1	-6	-6	-6	1	0	i	4	12	i
COc1ccc(/C=C/C(=O)Nc2ccccc2C(=O)O)cc1	-1	-2	-1	1	5	i	3	6	i
O=C(CSc1ncn(-c2ccccc2)n1)N1CCN(c2ccccc2)CC1	-1	1	-5	1	-21	i	7	32	i
CCc1ccc(OCC(=O)Nc2ccc(N3CCN(C(=O)c4ccccc4)CC3)cc2)cc1	-6	15	0	-2	-11	i	5	11	i
CC(C(=O)NCCN1CCOCC1)c1ccc([N+](=O)[O-])cc1 (stereo not drawn)	1	-8	8	-4	-9	i	0	-1	i
CC1NC(=O)NC1CCCCCC(=O)Nc1ccc(F)cc1 (stereo not drawn)	5	-9	-3	84*	-4	i	-3	8	i
O=C(Nc1ccccc1C(=O)O)c1cccc(F)c1	-1	-5	-1	0	4	i	2	2	i
COc1ccc(CCCNC(=O)C2CCC(=O)N(CC3CCCCC3)C2)cc1 (stereo not drawn)	1	-4	-4	0	-5	i	4	3	i
O=C(CCc1ccccc1)n1nc(-c2ccco2)nc1SCc1ccccc1	16	29	10	0	12	i	1	10	i
CC(C1CC1)N(Cc1ccccc1)C(=O)NC(=O)c1cccc(F)c1 (stereo not drawn)	-7	-3	7	3	-1	i	0	15	i
CC(C)(C#N)Nn1cnnc1	4	-6	-4	0	4	i	-2	11	i
C(=N\n1cnnc1)/c1cccc2ccccc12	1	-10	0	-1	13	i	1	6	i
COc1ccc(CNc2ncnc3ccccc23)cc1	-2	-8	4	1	11	i	0	-9	i
COc1ccc(-n2c(Cc3cccn3C)nnc2SCC(=O)Nc2cccc(Cl)c2)cc1	-4	13	7	2	3	i	7	0	i
CCOC(=O)N1CCN(C(=O)CCN2C(=O)/C(=C\c3cccc(OC)c3)SC2=S)CC1	6	-1	-2	1	12	i	1	13	i
COc1ccc(NC(C)C(=O)Nc2ccc(C#N)cc2)cc1Cl (stereo not drawn)	0	5	3	-5	8	i	6	-14	i
CCOc1ccc(C(=O)Nc2ccc(NC(=O)c3ccccc3)c(C)c2)cc1[N+](=O)[O-]	3	-4	-3	4	2	i	0	-12	i
COc1ccccc1N1CCC(N2CCN(CC(C)(C)C)C(CCO)C2)CC1 (stereo not drawn)	2	-6	-5	-2	5	i	0	4	i
COc1ccc(/C=N\NC(=O)c2cccc(Br)c2)c(OC)c1	6	-9	-9	1	-3	i	0	-1	i

Of the compounds above, these contain a furan ring, fused or not.
molecule	CSN inh	FAS TE block	NadD inh	Rin1-Abl PPI inh	SKN-1 inh	Neddyl block	MT1-MMP act inh	PABP1 MLLE inh	Rpn11 inh
O=C(NCc1ccco1)NC(=O)c1csc([N+](=O)[O-])c1	0	-3	-6	-2	0	i	0	2	i
O=C(NCc1ccco1)C1CCCN1C(=O)NCc1ccccc1 (stereo not drawn)	5	-2	7	0	17	i	1	-5	i
O=C(CCc1ccccc1)n1nc(-c2ccco2)nc1SCc1ccccc1	16	29	10	0	12	i	1	10	i
